BioA inh: blocks M. tuberculosis BioA enzyme activity; purified M. tuberculosis BioA enzyme, plate reader; inhibition, % at 9.99 µM; actives 0.096% (n = 360,000); AID 602481; in the data active means inhibition above about 40%
The depositor's hits bear a star; & = joins results of further samples. A portion of the library; rates above refer to the full screens.

What do the screens show for `C[C@H]1CCCCO[C@H](CN(C)C(=O)NC2CCCCC2)[C@@H](C)CN([C@@H](C)CO)C(=O)c2cc(NC(=O)c3ccccc3)ccc2O1`?
BioA inh: -3.1

Results for C[C@@H]1CN([C@H](C)CO)C(=O)c2cc(-c3ccc(C(=O)N(C)C)cc3)cnc2O[C@H]1CN(C)C(=O)c1ccncc1 ?
BioA inh: 2.0

What do the screens show for `CN1c2ccc(-c3ccccc3)cc2[C@@H]2[C@@H](CCN2C(=O)CN2CCOCC2)[C@H]1CO`?
BioA inh: 4.7

What do the screens show for `C/C=C/c1ccc2c(c1)O[C@@H](CN(C)C(=O)Nc1ccc(C(F)(F)F)cc1)[C@@H](C)CN([C@H](C)CO)S2(=O)=O`?
BioA inh: 4.7

Results for CC(C)NC(=O)N(C)C[C@@H]1Oc2cc(C3=CCCC3)ccc2S(=O)(=O)N([C@H](C)CO)C[C@@H]1C ?
BioA inh: 3.7

What do the screens show for `C[C@@H]1CN([C@@H](C)CO)C(=O)Cc2cc(NC(=O)Nc3ccccc3)ccc2O[C@@H]1CN(C)C(=O)Nc1cccc2ccccc12`?
BioA inh: -1.6

How did COCCNC(=O)[C@H]1[C@H](CO)[C@H]2Cn3c(ccc(-c4cccc(F)c4)c3=O)[C@@H]1N2C(=O)NC(C)C do in these assays?
BioA inh: 5.3

Results for COCCNC(=O)C[C@H]1C[C@H]2c3cc(NC(=O)COC)ccc3O[C@H]2[C@@H](CO)O1 ?
BioA inh: -0.3

Results for C[C@@H]1CN([C@@H](C)CO)C(=O)c2cc(NS(=O)(=O)c3ccc(F)cc3)ccc2O[C@@H]1CN(C)Cc1ccncc1 ?
BioA inh: -0.3

What do the screens show for `CNC(=O)C[C@H]1CC[C@@H]2[C@H](COc3ccc(NC(=O)c4ccc(F)c(F)c4)cc3C(=O)N2C)O1`?
BioA inh: 29.5

The final two entries of the part above lead into the next:
Results for C[C@@H]1CN([C@@H](C)CO)C(=O)c2cc(NS(=O)(=O)c3ccc(F)cc3)ccc2O[C@@H]1CN(C)Cc1ccncc1 ?
BioA inh: -0.3

What do the screens show for `CNC(=O)C[C@H]1CC[C@@H]2[C@H](COc3ccc(NC(=O)c4ccc(F)c(F)c4)cc3C(=O)N2C)O1`?
BioA inh: 29.5

Results for COCc1cn(CC[C@@H]2CC[C@@H](NC(=O)Nc3ccc4c(c3)OCO4)[C@H](CO)O2)nn1 ?
BioA inh: 0.5

How did CO[C@@H]1CN(C)C(=O)c2cc(NC(=O)c3cccc(F)c3)ccc2OC[C@@H](C)N(C)C[C@H]1C do in these assays?
BioA inh: 0.6

Results for C[C@H](CO)N1C[C@H](C)[C@@H](CN(C)Cc2ccc(C(=O)Nc3ccccc3N)cc2)Oc2ccc(N(C)C)cc2C1=O ?
BioA inh: 1.4

What do the screens show for `C[C@H]1CN([C@@H](C)CO)C(=O)Cc2cc(NC(=O)Nc3ccc(C(F)(F)F)cc3)ccc2O[C@H]1CN(C)Cc1ccc(-c2ccccc2)cc1`?
BioA inh: -2.3

How did Cc1ccc(S(=O)(=O)N[C@H]2CC[C@@H](CC(=O)NCc3ccc(Cl)c(Cl)c3)O[C@H]2CO)cc1 do in these assays?
BioA inh: -4.3

What do the screens show for `CO[C@H]1CN(C)C(=O)c2ccc(NS(=O)(=O)c3ccccc3)cc2OC[C@H](C)N(Cc2nccs2)C[C@H]1C`?
BioA inh: -0.9

What do the screens show for `O=C(Cc1ccccn1)N[C@H]1CC[C@H](CCNC(=O)c2cc(Cl)cc(Cl)c2)O[C@H]1CO`?
BioA inh: 1.0

Results for COc1ccc(S(=O)(=O)N(C)C[C@H]2Oc3cc(-c4ccccc4OC)ccc3S(=O)(=O)N([C@H](C)CO)C[C@H]2C)cc1 ?
BioA inh: 2.8

How did COc1ccc(C#Cc2ccc([C@H]3[C@H]4CN(S(=O)(=O)c5ccccc5)CCCCN4[C@H]3CO)cc2)cc1 do in these assays?
BioA inh: -2.9

What do the screens show for `CCC(=O)N1[C@@H]2c3ccc(/C=C/c4ccccc4)c(=O)n3C[C@H]1[C@H](CO)[C@H]2C(=O)N(C)C`?
BioA inh: -0.3

How did COc1ccc(NC(=O)Nc2ccc3c(c2)C(=O)N([C@@H](C)CO)C[C@H](C)[C@H](CN(C)C(=O)NC2CCCCC2)OCCCC[C@@H](C)O3)cc1 do in these assays?
BioA inh: 0.7

What do the screens show for `CO[C@@H]1CN(C)C(=O)c2cc(NC(=O)C3CCOCC3)ccc2OC[C@@H](C)N(C(C)=O)C[C@@H]1C`?
BioA inh: -1.6

How did COc1ccc(S(=O)(=O)Nc2ccc3c(c2)C(=O)N([C@@H](C)CO)C[C@H](C)[C@@H](CN(C)S(C)(=O)=O)O3)cc1 do in these assays?
BioA inh: -5.7

What do the screens show for `Cc1noc(C)c1NC(=O)N(C)C[C@H]1Oc2ccc(NC(=O)Cn3cnnn3)cc2C(=O)N([C@H](C)CO)C[C@H]1C`?
BioA inh: 5.2

How did COc1ccc(NC(=O)N(C)C[C@@H]2Oc3ccc(NC(=O)CCN4CCOCC4)cc3C(=O)N([C@@H](C)CO)C[C@H]2C)cc1 do in these assays?
BioA inh: 0.7

How did CC(C)NC(=O)Nc1ccc2c(c1)C(=O)N([C@H](C)CO)C[C@@H](C)[C@H](CN(C)S(C)(=O)=O)O2 do in these assays?
BioA inh: -0.2

How did C[C@@H]1CCCCO[C@@H](CN(C)S(=O)(=O)c2cccs2)[C@@H](C)CN([C@H](C)CO)C(=O)c2cc(NS(=O)(=O)c3ccc(F)cc3)ccc2O1 do in these assays?
BioA inh: -1.5

How did C[C@H](CO)N1C[C@H](C)[C@@H](CN(C)C(=O)CCC(F)(F)F)OCCCC[C@H](C)Oc2ccc(NS(=O)(=O)c3cccs3)cc2C1=O do in these assays?
BioA inh: -6.4

Results for CC(C)CC#Cc1ccc2c(c1)O[C@H](CN(C)C(=O)NC(C)C)[C@@H](C)CN([C@H](C)CO)S2(=O)=O ?
BioA inh: 2.3

What do the screens show for `C[C@H](CO)N1C[C@H](C)[C@H](CN(C)S(=O)(=O)c2ccc(F)cc2)Oc2ncc(-c3cccc(F)c3)cc2C1=O`?
BioA inh: -1.4

Results for O=C(NCC[C@@H]1CC[C@@H](NC(=O)C2CCC2)[C@H](CO)O1)c1cnccn1 ?
BioA inh: -0.7

What do the screens show for `C[C@H](CO)N1C[C@H](C)[C@H](CN(C)S(=O)(=O)c2ccccc2F)Oc2ncc(/C=C/c3ccccc3)cc2C1=O`?
BioA inh: -0.8&2.1

How did [N-]=[N+]=NCc1ccccc1C[C@]1(C(=O)N2CCOCC2)COC(c2ccc(OCCCO)cc2)=N1 do in these assays?
BioA inh: -0.2

Results for C[C@H]1CN([C@@H](C)CO)C(=O)Cc2cc(N(C)C)ccc2O[C@@H]1CN(C)Cc1ccc(C(=O)Nc2ccccc2N)cc1 ?
BioA inh: -1.9

What do the screens show for `O=C(C[C@H]1C[C@@H]2c3cc(NC(=O)NC4CCCCC4)ccc3O[C@@H]2[C@@H](CO)O1)NCc1ccccc1`?
BioA inh: -0.8

How did COc1ccc(S(=O)(=O)Nc2ccc3c(c2)C(=O)N([C@H](C)CO)C[C@@H](C)[C@@H](CN(C)C(=O)Nc2cccc4ccccc24)OCCCC[C@@H](C)O3)cc1 do in these assays?
BioA inh: -1.2

How did C[C@@H]1CN([C@H](C)CO)C(=O)Cc2cc(NC(=O)Cn3cnnn3)ccc2O[C@@H]1CN(C)C(=O)NC1CCCCC1 do in these assays?
BioA inh: -2.7

Results for O=C(c1ccc2c(c1)OCO2)N1CC[C@@H]2[C@H](CO)Nc3ccc(-c4ccc(F)cc4)cc3[C@@H]21 ?
BioA inh: 89.9*

Results for O=C(CC1CC1)N1[C@H](CO)[C@H]2c3ccccc3N(S(=O)(=O)c3ccccc3)C[C@H]21 ?
BioA inh: 0.2

How did O=C(CC1CC1)N1CC[C@@H]2[C@H](CO)Nc3ccc(-c4ccccc4)cc3[C@@H]21 do in these assays?
BioA inh: 2.3

Results for Cc1noc(C)c1NC(=O)N(C)C[C@H]1OCCCC[C@H](C)Oc2ccc(NC(=O)NC(C)C)cc2C(=O)N([C@H](C)CO)C[C@@H]1C ?
BioA inh: -1.9

How did C[C@H](O)C#Cc1cnc2c(c1)C(=O)N([C@H](C)CO)C[C@@H](C)[C@@H](CN(C)C(=O)Cc1ccncc1)O2 do in these assays?
BioA inh: -0.3

Results for O=C(C[C@@H]1C[C@H]2c3cc(NC(=O)NC4CCCC4)ccc3O[C@H]2[C@H](CO)O1)NCc1ccncc1 ?
BioA inh: 0.3

How did C[C@@H]1CN([C@H](C)CO)C(=O)c2cc(NC(=O)CCC(F)(F)F)ccc2O[C@@H]1CN(C)C(=O)Nc1ccccc1 do in these assays?
BioA inh: 0.7

How did Cc1noc(C)c1S(=O)(=O)Nc1ccc2c(c1)C(=O)N([C@H](C)CO)C[C@H](C)[C@@H](CN(C)Cc1ccc(C(F)(F)F)cc1)OCCCC[C@@H](C)O2 do in these assays?
BioA inh: -0.4

What do the screens show for `CO[C@@H](CN(C)C(=O)c1ccc2c(c1)OCO2)[C@H](C)CN([C@H](C)CO)S(=O)(=O)c1ccccc1`?
BioA inh: 8.9

How did COCC(=O)N(C)C[C@H]1Oc2ncc(C#CC3(O)CCCC3)cc2C(=O)N([C@H](C)CO)C[C@H]1C do in these assays?
BioA inh: -0.6

How did Cc1noc(C)c1S(=O)(=O)Nc1ccc2c(c1)C(=O)N([C@H](C)CO)C[C@H](C)[C@@H](CN(C)CC1CCCCC1)OCCCC[C@H](C)O2 do in these assays?
BioA inh: -0.1

What do the screens show for `CCC(=O)Nc1ccc2c(c1)C(=O)N(C)C[C@H](OC)[C@H](C)CN(Cc1ccccn1)[C@@H](C)CO2`?
BioA inh: 0.2

What do the screens show for `C/C=C/c1ccc2c(c1)O[C@H](CN(C)C(=O)c1ccccc1F)[C@@H](C)CN([C@H](C)CO)S2(=O)=O`?
BioA inh: 2.7

What do the screens show for `O=C(Nc1ccc2c(c1)[C@@H]1C[C@@H](CC(=O)N3CCCCC3)O[C@@H](CO)[C@@H]1O2)Nc1ccccc1F`?
BioA inh: 0.5

What do the screens show for `C/C=C/c1ccc2c(c1)O[C@@H](CN(C)C(=O)NCCC)[C@H](C)CN([C@@H](C)CO)S2(=O)=O`?
BioA inh: 4.5

Results for COc1ccc(S(=O)(=O)N[C@H]2CC[C@H](CC(=O)N3CCC(Cc4ccccc4)CC3)O[C@H]2CO)cc1 ?
BioA inh: 2.9

How did O=C([C@H]1[C@H](CO)[C@H]2Cn3c(cccc3=O)[C@@H]1N2Cc1cccc(Cl)c1)N1CCOCC1 do in these assays?
BioA inh: 0.4

Results for C[C@H]1CN([C@@H](C)CO)C(=O)c2c(c3ccccc3n2C)-c2ccccc2CO[C@H]1CN(C)C(=O)c1ccc(F)cc1 ?
BioA inh: 2.9

Results for C[C@@H]1CN([C@H](C)CO)S(=O)(=O)c2ccc(C#CC3CC3)cc2O[C@H]1CN(C)C(=O)c1ccncc1 ?
BioA inh: -4.5

How did CO[C@H]1CN(C)C(=O)c2ccc(NS(=O)(=O)c3cn(C)cn3)cc2OC[C@@H](C)N(C)C[C@H]1C do in these assays?
BioA inh: -1.0

Results for C[C@@H]1CN([C@H](C)CO)C(=O)c2cc(NC(=O)Nc3ccc(F)cc3)ccc2O[C@@H](C)CCCCO[C@H]1CN(C)S(=O)(=O)c1ccccc1 ?
BioA inh: -1.9

What do the screens show for `C[C@H](CO)N1C[C@H](C)[C@@H](CN(C)C(=O)CC2CC2)Oc2cc(C3=CCCC3)ccc2S1(=O)=O`?
BioA inh: 0.3

What do the screens show for `O=C(Nc1ccc2c(c1)OCO2)N[C@H]1CC[C@@H](CC(=O)N2CCN(c3ccccc3)CC2)O[C@H]1CO`?
BioA inh: 1.0

What do the screens show for `O=C(Nc1cccc(F)c1)N[C@@H]1CC[C@@H](CCn2cc(Cc3ccccc3)nn2)O[C@@H]1CO`?
BioA inh: 4.8

How did Cc1noc(C)c1NC(=O)N[C@@H]1C=C[C@H](CC(=O)NCc2ccc(Cl)c(Cl)c2)O[C@H]1CO do in these assays?
BioA inh: -0.5

How did C[C@@H]1CN([C@@H](C)CO)S(=O)(=O)c2ccc(-c3ccccc3F)cc2O[C@@H]1CN(C)C do in these assays?
BioA inh: 1.5

How did CCCN1C[C@H](C)[C@H](OC)CN(C)C(=O)c2cc(NC(=O)c3ccno3)ccc2OC[C@@H]1C do in these assays?
BioA inh: 6.9

How did O=C(C[C@@H]1C=C[C@H](NC(=O)Nc2ccc(C(F)(F)F)cc2)[C@@H](CO)O1)NCc1cccc(F)c1 do in these assays?
BioA inh: -1.2

Reprinted at random: five compounds from above
How did O=C(C[C@@H]1C=C[C@H](NC(=O)Nc2ccc(C(F)(F)F)cc2)[C@@H](CO)O1)NCc1cccc(F)c1 do in these assays?
BioA inh: -1.2

What do the screens show for `O=C(Nc1cccc(F)c1)N[C@@H]1CC[C@@H](CCn2cc(Cc3ccccc3)nn2)O[C@@H]1CO`?
BioA inh: 4.8

How did Cc1noc(C)c1NC(=O)N[C@@H]1C=C[C@H](CC(=O)NCc2ccc(Cl)c(Cl)c2)O[C@H]1CO do in these assays?
BioA inh: -0.5

How did CCCN1C[C@H](C)[C@H](OC)CN(C)C(=O)c2cc(NC(=O)c3ccno3)ccc2OC[C@@H]1C do in these assays?
BioA inh: 6.9

How did C[C@@H]1CN([C@@H](C)CO)S(=O)(=O)c2ccc(-c3ccccc3F)cc2O[C@@H]1CN(C)C do in these assays?
BioA inh: 1.5

Screens: PubChem, Broad Institute
